LmPK inh – LmPK (Leishmania mexicana) enzyme inhibition; Potency, µM (highest dose often 57.5 µM), inactives show top-dose activity change, negative = inhibition, usual class: inhibitors; purified LmPK, Kinase-Glo ATP luminescence, 1 h; hit rate 0.37% among 290,000; also: potency is read from the fitted curve at half-maximal effect
Target sequence (Q27686 whole entry, looked up): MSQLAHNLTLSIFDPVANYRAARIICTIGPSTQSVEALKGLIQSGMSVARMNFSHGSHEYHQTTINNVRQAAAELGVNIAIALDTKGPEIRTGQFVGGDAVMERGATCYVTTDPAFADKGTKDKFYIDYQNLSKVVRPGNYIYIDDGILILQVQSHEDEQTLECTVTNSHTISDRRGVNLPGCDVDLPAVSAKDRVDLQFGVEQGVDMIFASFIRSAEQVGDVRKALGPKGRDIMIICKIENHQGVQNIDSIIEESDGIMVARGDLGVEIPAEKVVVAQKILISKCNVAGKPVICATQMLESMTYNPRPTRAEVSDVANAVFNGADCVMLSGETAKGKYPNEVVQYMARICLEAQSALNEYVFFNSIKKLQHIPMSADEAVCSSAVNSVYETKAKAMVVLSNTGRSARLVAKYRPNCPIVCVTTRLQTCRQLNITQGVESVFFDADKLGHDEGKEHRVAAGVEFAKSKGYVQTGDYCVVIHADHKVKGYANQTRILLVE
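Purified LmPK (0.1 nM) with 0.5 mM PEP and 0.1 mM ADP in imidazole buffer pH 7.2 with MgCl2/KCl, 1 h at room temperature. ATP formed was read by luciferase luminescence and normalized to no-enzyme and uninhibited controls.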
TbPYK inhibitor – T. brucei pyruvate kinase inhibition; Potency, µM (top dose mostly 76.8 µM), inactives show top-dose activity, negative = inhibition, hits mostly inhibitors; hit rate 0.12% among 410,000; TbPYK enzyme, Kinase-Glo Plus ATP luminescence, 45 min; Q57TT1; also: potency is read from the fitted curve at half-maximal effect; nearly all actives have a fitted effect of over 50% in size
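Glycolytic pyruvate kinase of T. brucei was incubated with substrate, test compound and 130 uM ADP for 45 minutes at room temperature. Luminescent Kinase-Glo Plus signal was measured after 10 minutes.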
AmpC inh detg – inhibitors of E. coli AmpC beta-lactamase with detergent | AID 485294 | AmpC hydrolysis of nitrocefin, absorbance 480 nm, 0.01% Triton | Potency, µM (doses to about 114 µM), for inactives: at the top dose activity change, negative = inhibition, hits mostly inhibitors | hit rate 0.041% among 370,000;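 also: potency is read from the fitted curve at half-maximal effect; 0% = no-compound wells and -100% = no-enzyme wells; nearly all actives have a fitted effect of over 25% in size; some results filed as inactive show a strong effect at the top dose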
Target sequence (P00811 whole entry, looked up): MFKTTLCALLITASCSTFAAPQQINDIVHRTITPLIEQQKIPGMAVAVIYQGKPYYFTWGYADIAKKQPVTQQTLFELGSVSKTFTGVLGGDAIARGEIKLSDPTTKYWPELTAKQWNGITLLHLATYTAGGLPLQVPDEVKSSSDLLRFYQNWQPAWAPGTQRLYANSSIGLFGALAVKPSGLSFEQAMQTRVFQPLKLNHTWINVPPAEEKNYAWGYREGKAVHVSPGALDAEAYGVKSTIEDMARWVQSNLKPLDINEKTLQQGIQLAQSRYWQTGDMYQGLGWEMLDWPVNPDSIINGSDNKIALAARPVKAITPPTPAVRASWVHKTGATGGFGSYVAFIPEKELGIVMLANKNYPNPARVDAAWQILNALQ
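20 mM phosphate pH 7.0 + 0.01% (detergent screen) or 0.0001% Triton X-100; 5.3 nM AmpC reagent; cpd preinc 15 min RT; nitrocefin (800 uM stock) to start; A480 q20 s × 4 min; Activity was normalised to no-enzyme and no-compound control wells.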
Sm TGR inh – inhibitors of Schistosoma mansoni thioredoxin glutathione reductase; Q962Y6; purified TGR, DTNB reduction, TNB absorbance 405 nm; Potency, µM (doses to about 114 µM), for the others: at the highest dose activity change, negative = inhibition, usual class: inhibitors; hit rate 3% among 360,000; AID 485364; also: potency is read from the fitted curve at half-maximal effect; nearly all actives have a fitted effect of over 60% in size
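Kinetic colorimetric format: TGR-catalysed, NADPH-driven DTNB reduction monitored via TNB absorbance. Enzyme dispensed at 20 nM; compound exposure 15 min at room temperature before reaction start.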
AmpC no deterg – AmpC beta-lactamase inhibition without detergent. P00811. Potency, µM (titrated, usually from 57.1 µM), inactives show at the top dose activity change, negative = inhibition, actives largely listed as inhibitors. AmpC nitrocefin hydrolysis, absorbance 480 nm, 0.0001% Triton. hit rate 0.52% among 330,000. AID 485341;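 also: potency is read from the fitted curve at half-maximal effect; plate controls were no compound for no effect and no enzyme for full effect; nearly all actives have a fitted effect of over 20% in size; some results filed as inactive show a strong effect at the top dose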
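AmpC (5.3 nM in the dispensed reagent) in 20 mM phosphate pH 7.0 with 0.01% (detergent screen) or 0.0001% Triton X-100 was preincubated with compounds for 15 min at room temperature. Nitrocefin was then added from an 800 uM solution, and hydrolysis was followed at 480 nm.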
HCMV antiviral – inhibitors of human cytomegalovirus | activity change, negative = inhibition, % at 57.5 µM | HFF cells, HCMV-luciferase reporter, 72 h; active compounds read low | hit rate 4.5% among 410,000; in the data active = activity change below about -60%; inconclusive = no clear call, values can overlap the other calls; inactive = above about -39%
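After 16 h attachment at 37C, HFF cells received test compound and HCMV-luciferase (1 PFU/cell); reporter luminescence read 72 h later, data normalized against buffer-only and known inhibitor Salinomycin.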
AMA1 RON2 block – AMA1-RON2 (P. falciparum) interaction inhibition; AlphaScreen AMA1-biotinylated RON2 peptide binding; Potency, µM (titrated, usually from 58.2 µM), for inactives: at the top dose activity change, negative = inhibition, hits mostly inhibitors; hit rate 0.2% among 360,000; AID 720542;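 also: potency is read from the fitted curve at half-maximal effect; 0% = vehicle wells and -100% = peptide control; nearly all actives have a fitted effect of over 45% in size; some results filed as inactive show a strong effect at the top dose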
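AMA1 (3D7) with his tag at 25 nM final met compounds first, then biotinylated RON2 peptide at 25 nM; detection used donor plus acceptor beads, 10 µg/mL apiece, read by AlphaScreen after 30 min at room temperature.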
Active calls of the source: *; ? = inconclusive; . = no result given; [ ] = another dose, or the depositor's remark. Unless noted, calls follow the shape of the dose curve; as a rule, active = well fitted curve in the direction sought with a large enough effect; inconclusive = small, poorly fitted or top-dose-only effect, or another doubt; inactive = no such curve, though single readings can be large; an effect the other way counts as inactive or inconclusive. Unless noted, % is scaled to controls: 0 for no effect and ±100 for the full control effect.

[1] O=C1OC(c2ccccc2)Cc2cc(C(=O)N3CCN(c4ccc(F)cc4)CC3)ccc21 (stereo not given)
[2] COc1cccc2cc(C(=O)OCC(=O)N3CC(C)OC(C)C3)c(=O)oc12 (stereo not given)
[3] COCCN(C(=O)CSc1nc2ccccc2c(=O)n1CC(C)C)c1c(N)n(Cc2ccccc2)c(=O)[nH]c1=O
[4] C=CCn1c(CCC(O)CCCCC)n[nH]c1=S (stereo not given)
[5] O=C(Nc1ccccc1C(=O)O)C1=NN=CC1
[6] Cc1ccc(NC(=O)Cn2nnc(C(=O)NCCc3ccccc3)c2N)c(C)c1
compound no.	1	2	3	4	5	6
LmPK inh	.	.	10%	7%	3%	-2%
TbPYK inhibitor	1%	-2%	-6%	?	-1%	-25%
AmpC inh detg	-15%	.	-1%	-7%	2%	3%
Sm TGR inh	-15%	.	-15%	3%	3%	1%
AmpC no deterg	48%	-11%	74%[activator]	-7%	-16%	-12%
HCMV antiviral	-10	-28	-30	?	-11	.
AMA1 RON2 block	-26%	-6%	6%	28%	58%[activator]	19%

[7] Cc1ccccc1NC(=O)Cn1c(C)nc2ccc(NC(=O)C3CC3)cc2c1=O
[8] COc1cccc2sc(NC(=O)CS(=O)(=O)c3ccc(C)cc3)nc12
[9] CC(C)N(C(=O)Cn1cnc2c(cnn2-c2ccccc2Cl)c1=O)C(C)C
[10] COc1ccccc1Nc1ncnc2sccc12
[11] CCC12CN3CC(C)(CN(C1)C3c1c(C)n(C)c3ccccc13)C2=O (stereo not given)
[12] O=[N+]([O-])c1ccc(N=Nc2c(Cl)cc(O)cc2Cl)cc1
compound no.	7	8	9	10	11	12
LmPK inh	-1%	.	-4%	0%	.	22µM*
TbPYK inhibitor	4%	3%[15.4 µM]	-5%	4%	2%	-28%
AmpC inh detg	-1%	5%	-9%	-1%	17%	-5%
Sm TGR inh	2%	-12%	14%	0%	-1%	0%
AmpC no deterg	1%	.	-13%	-9%	.	-32%
HCMV antiviral	-6	0	11	-10	0	-100*
AMA1 RON2 block	1%	.	0%	8%	.	?

Random excerpt: two records from the list.
[7] Cc1ccccc1NC(=O)Cn1c(C)nc2ccc(NC(=O)C3CC3)cc2c1=O
[10] COc1ccccc1Nc1ncnc2sccc12
compound no.	7	10
LmPK inh	-1%	0%
TbPYK inhibitor	4%	4%
AmpC inh detg	-1%	-1%
Sm TGR inh	2%	0%
AmpC no deterg	1%	-9%
HCMV antiviral	-6	-10
AMA1 RON2 block	1%	8%

The listing continues:
[13] CCCCN(C(=O)C1CC(=O)N(Cc2ccc(C)cc2)C1)c1c(N)n(CC(C)C)c(=O)[nH]c1=O (stereo not given)
[14] COc1ccccc1NC1C=CS(=O)(=O)C1 (stereo not given)
[15] COc1cc(/C=N/NC(=S)NC2CC3CC2C2C=CCC32)ccc1O (stereo not given)
[16] COc1ccccc1NC(=O)Nc1ccc(-n2ccc(C(F)(F)F)n2)cc1
[17] CCCNC(=O)C(Cc1cccc(Cl)c1)NC(=O)c1ccccc1 (stereo not given)
[18] COCC(C)Nc1ncnc2c1cnn2-c1ccc(C)c(C)c1 (stereo not given)
compound no.	13	14	15	16	17	18
LmPK inh	3%	4%	8%	-6%	.	.
TbPYK inhibitor	-2%	-7%	-5%	1%	3%	1%
AmpC inh detg	4%	-5%	13%	-1%	2%	-4%
Sm TGR inh	3%	-7%	8%	8%	-23%	5%
AmpC no deterg	-2%	2%	-42%	-25%	-21%	.
HCMV antiviral	-19	-2	?	-8	-19	33
AMA1 RON2 block	0%	8%	24%	-4%	13%	.

[19] COC(=O)NNC1=CC(=O)CC(C)(C)C1
[20] Cc1cccc(C)c1OCc1nnc(SCC(=O)Nc2ccc(N3CCOCC3)cc2)o1
[21] COc1ccc(-c2cc(C(=O)N(C)CC(=O)Nc3cccc(F)c3)c3ccccc3n2)cc1
[22] CCOC(=O)N1C2=NC(C(=O)OC)=C(C(=O)OC)[C@@H]3Nc4ccccc4[C@]23C[C@H]1C(=O)OC
[23] N#CC1=CN(Cc2ccccc2)C=C(/C=N/Nc2ccccc2)C1
[24] CCC(=O)Nc1ccc(S(=O)(=O)N2CCN(c3ccc(F)cc3)CC2)cc1
compound no.	19	20	21	22	23	24
LmPK inh	6%	-1%	.	-1%[11.5 µM]	4%	3%
TbPYK inhibitor	0%	-10%	8%	4%	3%	1%
AmpC inh detg	3%	-1%	?	-1%	9%	4%
Sm TGR inh	-8%	6%	-1%	15%	?	3%
AmpC no deterg	?	-5%	69%[activator]	85%[activator]	-33%	-12%
HCMV antiviral	38	-15	-38	25	27	34
AMA1 RON2 block	22%	4%	-8%	5%	-1%	-5%

[25] Cc1cccc(NC(=O)CN2CCc3cc4c(cc3C2C)OCCCO4)c1 (stereo not given)
[26] CCCN(CC1CC1)C(=O)CCc1nnc(CCc2c[nH]c3ccccc23)o1
[27] O=C(CSc1nc2c(oc3ccccc32)c(=O)n1Cc1ccco1)Nc1cccc(Cl)c1
[28] Cc1ccc(NC(=O)Cn2c(=O)n(Cc3ccc(F)cc3)c(=O)c3cccnc32)cc1C
[29] Cn1nc(C(=O)Nc2cc(F)ccc2F)c2c1-c1ccccc1SC2
[30] Cc1c(C2(c3c(C)n(C)n(-c4ccccc4)c3=O)C(=O)Nc3ccc(F)cc32)c(=O)n(-c2ccccc2)n1C
compound no.	25	26	27	28	29	30
LmPK inh	4%	-6%	.	.	.	-6%
TbPYK inhibitor	1%	5%	-8%	-2%	-3%	-13%
AmpC inh detg	-7%	-7%	22%	24%	3%	1%
Sm TGR inh	-26%	0%	-4%	-2%	-8%	-12%
AmpC no deterg	26%	123%[activator]	.	.	.	1%
HCMV antiviral	3	-2	2	7	0	-32
AMA1 RON2 block	-5%	1%	.	.	.	-12%

[31] Cc1cc(C)c(S(=O)(=O)N2CCCCC2)c(C)c1N(C)S(=O)(=O)c1ccc(Cl)cc1
[32] Oc1ccccc1N1CCN(Cc2ncc(-c3ccccc3)o2)CC1
[33] Cc1cc(F)ccc1Oc1cc(NN2CCCCC2)c([N+](=O)[O-])cc1[N+](=O)[O-]
[34] CN(C)c1cccc(C(=O)N2CCC(n3nccc3NC(=O)C3CCOC3)CC2)c1 (stereo not given)
[35] COc1ccc(-c2nnc(-c3cccs3)o2)cc1OC
[36] CC(OC(=O)c1ccc2c(=O)n3c(nc2c1)CCC3)C(=O)Nc1ccc(C(N)=O)cc1 (stereo not given)
compound no.	31	32	33	34	35	36
LmPK inh	5%	-5%	-1%	-7%	?	.
TbPYK inhibitor	3%	-11%	-16%	-9%	2%	-9%
AmpC inh detg	-9%	5%	?	-1%	1%	-20%
Sm TGR inh	-1%	-1%	0%	14%	18%	-16%
AmpC no deterg	-28%	51%	-34%	16%	8%	-6%
HCMV antiviral	?	3	-25	14	167	0
AMA1 RON2 block	-11%	-13%	-4%	-1%	-6%	-10%

[37] CCCC(=O)N1CCCC(C(=O)c2ccc(OC)c(OC)c2)C1 (stereo not given)
[38] Cc1c(Br)c([N+](=O)[O-])nn1C(C)C(=O)Nc1ccc2c(c1)OCO2 (stereo not given)
[39] CCOC(=O)c1c(C)n(C)c2ccc(OC(C)C(=O)OC)cc12 (stereo not given)
[40] CCc1ccc(S(=O)(=O)/N=C2\C=C(NS(=O)(=O)c3ccccc3)C(=O)c3ccccc32)cc1
[41] CCOc1ccc(C(=O)Nc2ccc3nn(-c4ccc(OC)c(Cl)c4)nc3c2)cc1
[42] CC(CCc1ccccc1)NC(=O)c1ccc(C(=O)NC(C)CCc2ccccc2)cc1 (stereo not given)
compound no.	37	38	39	40	41	42
LmPK inh	1%	3%	5%	-1%	.	12%
TbPYK inhibitor	2%	-9%	2%	-10%	-6%	-1%
AmpC inh detg	-9%	1%	0%	3%	-8%	-13%
Sm TGR inh	5%	-3%	6%	?	5%	1%
AmpC no deterg	-11%	-31%	43%	-48%	.	-10%
HCMV antiviral	90	-4	45	-36	-3	-36
AMA1 RON2 block	8%	6%	-7%	-14%	.	10%

The final 4 compounds of the section before lead into the next.
[39] CCOC(=O)c1c(C)n(C)c2ccc(OC(C)C(=O)OC)cc12 (stereo not given)
[40] CCc1ccc(S(=O)(=O)/N=C2\C=C(NS(=O)(=O)c3ccccc3)C(=O)c3ccccc32)cc1
[41] CCOc1ccc(C(=O)Nc2ccc3nn(-c4ccc(OC)c(Cl)c4)nc3c2)cc1
[42] CC(CCc1ccccc1)NC(=O)c1ccc(C(=O)NC(C)CCc2ccccc2)cc1 (stereo not given)
[43] CCCCC(=O)Nc1ccc2c(c1)oc1ccccc12
[44] COC(=O)c1ccc(/C(O)=C(\C#N)c2nc3ccccc3s2)cc1
[45] COc1ccc(OC)c(C2CC(=O)NC(SC)=C2C#N)c1 (stereo not given)
[46] CSc1sc(C(=O)NNC(C)=O)c2c1C1(CCC2)SCCS1
[47] COc1ccc(N(CC(=O)NCc2ccccc2C)S(=O)(=O)c2ccccc2[N+](=O)[O-])c(OC)c1
[48] CCC1(c2ccc(F)cc2)NC(=O)N(CC(=O)N(CCC#N)c2ccccc2)C1=O (stereo not given)
[49] COc1ccc(C(=O)COC(=O)c2ccn(C)n2)cc1
compound no.	39	40	41	42	43	44	45	46	47	48	49
LmPK inh	5%	-1%	.	12%	0%	-7%	-4%	7%	15%	-7%	-16%
TbPYK inhibitor	2%	-10%	-6%	-1%	-1%	-1%	-13%	3%	-3%	0%	10%
AmpC inh detg	0%	3%	-8%	-13%	0%	2%	?	3%	6%	-11%	2%
Sm TGR inh	6%	?	5%	1%	7%	2%	-9%	0%	-6%	-4%	4%
AmpC no deterg	43%	-48%	.	-10%	-9%	-20%	-9%	4%	-6%	81%[activator]	-8%
HCMV antiviral	45	-36	-3	-36	159	68	-10	-2	?	30	13
AMA1 RON2 block	-7%	-14%	.	10%	1%	5%	-8%	87%[activator]	-1%	13%	5%
